AMA1 RON2 block: qHTS for Inhibitors of AMA1-RON; Towards Development of Antimalarial Drug Lead: Primary Screen; Plasmodium falciparum AMA1 (3D7) - RON2 peptide interaction; AlphaScreen AMA1-biotinylated RON2 peptide binding; Potency, µM (top dose mostly 58.2 µM), without a hit: at the top dose activity change, negative = inhibition, hits mostly inhibitors; 360,000 compounds, 0.2% hits; AID 720542, 2013;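 further: potency means the concentration at half of the fitted maximal effect; 0% = vehicle wells and -100% = peptide control; nearly all actives have a fitted effect of over 45% in size; some results filed as inactive show a strong effect at the top dose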
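AMA1 (3D7) with his tag at 25 nM final met compounds first, then biotinylated RON2 peptide at 25 nM; detection used donor plus acceptor beads, 10 µg/mL apiece, read by AlphaScreen after 30 min at room temperature.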
HCV inh: qHTS Assay for Inhibitors of Hepatitis C Virus (HCV). Potency, µM (series often up to 41.8 µM), without a hit: at the highest dose activity change, negative = inhibition, actives largely listed as inhibitors. AID 651820, 2012. 340,000 compounds, 3.4% hits. Huh7.5.1 HCVcc-Cre infection, luciferase reporter, 44 h; further: potency means the concentration at half of the fitted maximal effect
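Compounds are dispensed onto cells plated 4 h earlier at 1,000 per well, with HCVcc-Cre virus (about 0.5 moi) added next. Following 44 h of culture, luminescent signal is measured for 15 sec after 15 min with substrate at room temperature.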
AmpC detergent: qHTS Inhibitors of AmpC Beta-Lactamase (assay with detergent); Potency, µM (doses to about 114 µM), without a hit: at the highest dose activity change, negative = inhibition, hits mostly inhibitors; AmpC hydrolysis of nitrocefin, absorbance 480 nm, 0.01% Triton; 370,000 compounds, 0.041% hits; P00811; AID 485294, 2010;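 further: potency means the concentration at half of the fitted maximal effect; 0% = no-compound wells and -100% = no-enzyme wells; nearly all actives have a fitted effect of over 25% in size; some results filed as inactive show a strong effect at the top dose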
Target sequence (P00811 whole entry, looked up): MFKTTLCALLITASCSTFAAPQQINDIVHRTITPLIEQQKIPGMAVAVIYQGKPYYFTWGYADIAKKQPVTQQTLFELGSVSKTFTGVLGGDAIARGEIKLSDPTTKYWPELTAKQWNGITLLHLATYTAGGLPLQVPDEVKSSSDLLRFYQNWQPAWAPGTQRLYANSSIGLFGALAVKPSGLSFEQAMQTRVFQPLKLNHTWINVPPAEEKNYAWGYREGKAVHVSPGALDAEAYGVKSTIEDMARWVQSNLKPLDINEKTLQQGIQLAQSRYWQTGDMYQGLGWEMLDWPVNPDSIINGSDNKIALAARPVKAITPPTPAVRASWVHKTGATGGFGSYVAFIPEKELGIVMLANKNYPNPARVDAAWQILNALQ
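20 mM phosphate pH 7.0 + 0.01% (detergent screen) or 0.0001% Triton X-100; 5.3 nM AmpC reagent; cpd preinc 15 min RT; nitrocefin (800 uM stock) to start; A480 q20 s × 4 min; Activity was normalised to no-enzyme and no-compound control wells.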
HCMV antiviral: qHTS Assay for inhibitors of the human cytomegalovirus (HCMV); AID 1259415, 2018; HFF cells, HCMV-luciferase reporter, 72 h; stronger effect = lower value; activity change, negative = inhibition, % at 57.5 µM; 410,000 compounds, 4.5% hits; in the data active means activity change below about -60%; inconclusive means no clear call, values can overlap the other calls; inactive means above about -39%
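Human foreskin fibroblasts infected with luciferase-reporter HCMV at MOI 1 PFU/cell, compounds at two doses. Luciferase measured 72 h post infection; normalized to buffer-only basal and Salinomycin (10uM) controls.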
FBPA Giardia inh: qHTS Assay for Inhibitors of Fructose-1,6-bisphosphate Aldolase from Giardia Lamblia. purified Giardia FBPA. Potency, µM (highest dose often 59.6 µM), for inactives: top-dose activity, negative = inhibition, actives largely listed as inhibitors. 290,000 compounds, 0.71% hits; further: potency means the concentration at half of the fitted maximal effect; nearly all actives have a fitted effect of over 55% in size
Target sequence (A8B2U2 whole entry, looked up): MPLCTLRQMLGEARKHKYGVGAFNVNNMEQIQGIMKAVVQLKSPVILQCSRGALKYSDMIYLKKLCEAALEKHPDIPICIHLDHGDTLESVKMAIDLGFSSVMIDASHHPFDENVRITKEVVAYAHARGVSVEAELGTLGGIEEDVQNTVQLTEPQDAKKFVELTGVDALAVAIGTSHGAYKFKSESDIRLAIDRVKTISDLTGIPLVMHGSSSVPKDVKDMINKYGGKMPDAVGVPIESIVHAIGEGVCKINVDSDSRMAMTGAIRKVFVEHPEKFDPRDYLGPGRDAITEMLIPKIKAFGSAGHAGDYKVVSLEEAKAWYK
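Giardia FBPA (40 nM reagent) was preincubated 10 min at RT with compound (up to 57.5 uM final), then substrate plus GAPDH/TPI/NAD/arsenate coupling system with diaphorase/resazurin was added; resorufin fluorescence (525/598 nm) was read after 20 min.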
Sm TGR inh: qHTS Assay for the Inhibitors of Schistosoma Mansoni Peroxiredoxins; Schistosoma mansoni thioredoxin glutathione reductase (TGR), Q962Y6; purified TGR, DTNB reduction, TNB absorbance 405 nm; Potency, µM (top dose mostly 114 µM), inactives show at the top dose activity change, negative = inhibition, most hits filed as inhibitors; 360,000 compounds, 3% hits; further: potency means the concentration at half of the fitted maximal effect; nearly all actives have a fitted effect of over 60% in size
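TGR 20 nM + NADPH 100 uM (dispensed conc.), cpd preinc 15 min RT; start with NADPH (500 uM addition) then DTNB (15 mM addition). Kinetic TNB absorbance, 405 nm filter. Four-parameter Hill fit across titration.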
* marks the source's active call; other numbers are inactive results; u = inconclusive; x = not tested or not shown; & = joins results of further samples; [ ] = dose if it differs, or a comment. Unless noted, the call rests on the fitted dose curve; in most records, active means well fitted curve in the direction sought with a large enough effect; inconclusive means small, poorly fitted or top-dose-only effect, or another doubt; inactive means no such curve, though single readings can be large; an effect the other way counts as inactive or inconclusive. Unless noted, on the % scale 0 is the no-effect control and ±100 the full control effect.

smiles | Sm TGR inh | HCMV antiviral | AMA1 RON2 block | AmpC detergent | HCV inh | FBPA Giardia inh
O=C1c2ccccc2OCOc2ccccc21 | -7%[11.4 µM] | -5 | 3% | -16% | 3% | 2%
COc1ccccc1C(=O)COC(=O)CNS(=O)(=O)c1ccc(NC(C)=O)cc1 | -17% | 5 | 9% | 1% | -6% | x
Cc1ccc(C)c(S(=O)(=O)N2CCN(C(=O)CN3C(=O)NC(C)(C)C3=O)CC2)c1 | -5% | 0 | -8% | 6% | 21% | x
COc1ccc(OC)c(NC(=O)c2cccc(NC(=O)c3ccccc3)c2)c1 | 29% | u | -6% | -14% | 10µM* | -1%
CC(=O)N1CCN(C(=O)c2c(-c3ccccc3)noc2C)CC1 | -12% | -7 | 3% | u | -9% | x
O=C(CNS(=O)(=O)c1ccc(F)c(Cl)c1)N1CCCC1 | 2% | u | 5% | -3% | 10% | 3%
Cc1ccc(CSCCNC(=O)c2ccc(N(C)S(=O)(=O)c3ccccc3)cc2)cc1 | 2% | -12 | -3% | -9% | 11µM* | -1%
CC(=O)c1ccc(OCCCC(=O)Nc2cccc(-c3nn[nH]n3)c2)cc1 | -8% | -14 | 7% | -5% | -4% | u
COc1ccccc1NC(=O)Cn1nnc(-c2ccccc2NC(=O)c2cc3ccccc3oc2=O)n1 | 1% | 64 | 2% | 5% | 10% | 2%
COC(=O)c1ccc(OC)c(Cn2c(=O)n(-c3cccc(Cl)c3)c(=O)c3c4c(sc32)CN(C(C)=O)CC4)c1 | 6% | -27 | x | 17% | x | x
CC(=O)c1cccc(OCC(=O)Nc2cccc(C(=O)Nc3c(C)n(C)n(-c4ccccc4)c3=O)c2)c1 | -26% | -4 | -4% | -2% | 1% | x
COc1ccc(NS(=O)(=O)c2cccc3cccnc23)cc1Cl | -18% | -10 | 23% | -5% | -22% | -8%
Cc1ccc(C(=O)COC(=O)c2ccco2)cc1C | -2% | -28 | -7% | -2% | 7% | x
CC(=O)c1ccc(NC(=O)COCc2cc(-c3ccc(F)cc3)on2)cc1 | 2% | -11 | x | 0% | x | x
CC(=O)Nc1ccc(C(=O)OCC(=O)NC(=O)NC2CCCCC2)cc1 | 0%[11.4 µM] | 37 | -12% | -19% | 13% | 4%
CCC(C)c1ccc2oc(-c3ccc(NC(=O)c4ncn[nH]4)cc3)nc2c1 (stereo unspecified) | 1% | -9 | 73%[activator] | -13% | 7% | 18%
CCN(CC)c1ccc(S(=O)(=O)N2CCOCC2)cc1NC(=O)COC(=O)c1cccnc1SC | 3% | -19 | 3% | u | u | x
CCOC(=O)c1sc(N/N=C/c2ccccc2)nc1C | -14% | 67 | 17% | -12% | u | -9%
CCS(=O)(=O)C(=C(Nc1ccc(OC)cc1)Nc1ccc(OC)cc1)S(=O)(=O)CC | 1% | 13 | 0% | u | -14% | 0%
CC(c1cc2ccccc2s1)N(O)C(N)=O (stereo unspecified) | 0% | x | x | 0% | x | -2%&-2%
O=C(CCNS(=O)(=O)c1ccccc1C(F)(F)F)NCCCSc1ccccc1 | u | x | -2% | 9% | x | 9%
CCCn1c(SCC(=O)NNC(=O)c2ccccc2)nnc1-c1cccnc1 | -14% | -38 | 11% | 4% | 4% | 15%
Cc1ccc(OCCn2ccnc2)c(C)c1 | 5% | 11 | -2% | 3% | 10% | -16%
O=C(CSc1nccn1-c1ccc(Cl)cc1)Nc1nc2ccccc2s1 | 1% | 4 | x | -6% | x | x
NC(=O)C1CCN(C(=O)CSc2ccccn2)CC1 | -2% | 5 | 8% | -11% | 11% | 1%
CCn1c(=O)cc(SCC(=O)N2CCN(C)CC2)c2ccccc21 | -7% | 269 | -13% | -1% | u | 3%
CCc1cccc(NC(=O)c2ccc(Br)o2)c1 | -17% | 60 | -5% | u | 0% | -10%
Cc1ccc(-n2ncc3c(=O)[nH]c(SCC(=O)N4CCC(C)CC4)nc32)cc1C | 0% | -26 | 1% | u | 19% | 6%
CCN1CCN(C(c2ccc(C(F)(F)F)cc2)c2ccc3cccnc3c2O)CC1 (stereo unspecified) | 0% | -85* | -22% | -5% | 7.1µM* | -4%
CCn1cc(C(=O)O)c(=O)c2cnc(N3CCN(C(=S)NC(=O)c4ccc(Cl)cc4Cl)CC3)nc21 | 8% | 44 | 39%[activator] | -13% | -17% | -16%
Cc1ccc2c(c1)N(CC(=O)N1CCCCC1C)C(=O)CO2 (stereo unspecified) | 0% | u | 2% | 8% | -6% | x
COc1cccc(CNC(=O)CN2C(=O)CSc3ccc(S(=O)(=O)N4CCCC4)cc32)c1 | 2%&3% | u | 7% | -3%&23% | -14% | 4%
Cc1ccc(CN2C(=O)CCC2C(=O)NCCCN2CCOCC2)cc1 (stereo unspecified) | 5% | -8 | -4% | 1% | 1% | 0%
Nc1scc[n+]1Cc1cccc2cccnc12 | 0% | -16 | 6% | 4% | -4% | -2%
COC(=O)C1=C(c2cccc(C#N)c2)C[C@@H]2CC[C@H]1N2C(=O)NCC1CC1 | -12% | -25 | 12% | 3% | 26% | x
CN1CCN(C(=S)Nc2ccc(Cl)cc2Cl)CC1 | -16% | -34 | 7% | -1% | 3% | 0%
CCOc1ccc(NC(=O)CCCn2c(=S)[nH]c3ccsc3c2=O)cc1 | 10% | 43 | 66%[activator] | 0% | 10% | -9%
N#CC(C(=O)NC1CCCCC1)=C1CCCCC1 | 3% | u | 0% | -12% | 11% | 1%
Cc1ccc(NC(=O)CCNS(=O)(=O)c2cccc3nsnc23)cc1F | 2% | 4 | -8% | -11% | -5% | 1%
Cc1cc(C)c2oc(-c3cccc(NC(=O)c4ccco4)c3)nc2c1 | -11% | -11 | x | 0% | x | x
CC1=NN(C(N)=S)C(=O)C1N=Nc1cccc(C(=O)O)c1 (stereo unspecified) | -17% | 13 | 98%[activator] | -3% | 7% | u
COc1cccc(CNS(=O)(=O)/C=C/c2ccc3c(c2)OCO3)c1 | -21% | 2 | -5% | -13% | -1% | 2%
CCOC(=O)[C@@H]1C(c2c(OC)cc(OC)cc2OC)=NO[C@@H]1C(=O)OCC | -13% | 13 | 2% | -8% | 16% | 0%
O=C(O)c1ccc(OCC(O)Cn2c3ccccc3c3ccccc32)cc1 (stereo unspecified) | -4% | -9 | 1% | 0% | 25% | 15%
O=C1c2ccccc2/C(=C\C#Cc2ccccn2)N1c1ccccc1 | x | -33 | 2% | x | u | x
O=C(NCCC(=O)N1CCN(c2ccccn2)CC1)c1ccc([N+](=O)[O-])cc1 | x | -30 | -5% | x | -3% | x
COc1cc(C(=O)N2CCC(NC(=O)C(Cc3ccccc3C)NC(C)=O)CC2)cc(OC)c1OC (stereo unspecified) | 0% | 25 | 0% | -12% | 10% | 0%
CC1CCN(CCCNc2cc(NCCO)c([N+](=O)[O-])c3nonc23)CC1 | -3% | -2 | -1% | 1% | 2% | -2%
Cc1ccccc1NC(=O)/C=C1\SC(=O)NC1=O | -1% | -20 | 0% | 7% | 3% | 4%
O=C(CCn1c(=O)c2ccccc2n(Cc2ccc(Cl)cc2)c1=O)NCc1ccc2c(c1)OCO2 | 2% | 10 | x | 1% | x | x
O=c1c2ccccc2c(C=NCc2ccccn2)c(O)n1-c1ccccc1 | -7% | -3 | 64%[activator] | -10% | -4% | -2%
Cc1cc(C)cc(NC(=O)COc2ccc(C(=S)N3CCOCC3)cc2)c1 | 7% | -62* | 0% | u | u | 1%
O=c1[nH]c(=S)[nH]c2c1C(c1cc([N+](=O)[O-])c(N3CCOCC3)cc1N1CCOCC1)O2 (stereo unspecified) | -3% | u | 3% | 3% | 0% | -9%
Cc1nnsc1C(=O)N1CCN(c2cc(C(F)(F)F)ccn2)CC1 | 11% | 4 | 3% | 2% | 12% | 5%
COc1ccc(CCN2CC(C(=O)Nc3nnc(Cc4ccccc4)s3)CC2=O)cc1OC (stereo unspecified) | -13% | -6 | 0% | -13% | -14% | x
Cc1cc(=O)oc2cc(NC(=O)CC3(CC(=O)O)CCCC3)ccc12 | 3% | -9 | 0% | 3% | 18% | 8%
Cc1ccc(C(=O)Nc2onc3c2CCCC3)cc1 | -1% | -75* | x | -6% | x | x
CC(=O)N(C)Cc1ccc(C(=O)CSc2nnc(C3CC3)n2C2CC2)cc1 | -3% | -16 | -9% | 4% | u | x
CN(C)C(=O)C1C2NC(=S)N(c3ccc(Cl)cc3)C1(C)Oc1ccc(Cl)cc12 (stereo unspecified) | 5% | -31 | 19% | -5% | -13% | 0%
Clc1ccccc1NC1=NCCCS1 | 3% | u | -1% | -3% | 12% | 7%

Next section.
smiles | Sm TGR inh | HCMV antiviral | AMA1 RON2 block | AmpC detergent | HCV inh | FBPA Giardia inh
COc1ccccc1NC(=O)CSc1nnc2c3ccccc3n(C(C)C)c2n1 | 10% | -61* | x | -11% | x | x
CCN(c1ccccc1)S(=O)(=O)c1cccc(C(=O)NCCOc2ccccc2OC)c1 | 0% | -8 | 68%[activator] | 0% | u | x
CC12/C(=N/O)C3C4CC5C3/C(=N/O)C1C5C42 (stereo unspecified) | 4% | -27 | -4% | u | 2% | 8%
CCOC(=O)c1ccc[n+](CC(=O)Nc2ccccc2OC(F)F)c1 | 5% | 1 | -24% | 0% | 5% | 4%
CN(C)/C(=N\O)c1c(Cl)cccc1Cl | 16% | -27 | -8% | 10% | -4% | 4%
Cc1ccc(C)c(Nc2cc(C)nc(-c3ccccc3O)n2)c1 | 8% | 3 | 15% | 7% | u | 12%
O=C(O)CCNC(=O)CCCn1nnc2ccccc2c1=O | 19% | -21 | 5% | -3% | 4% | 4%
COc1cc(/C=C2\C(=O)N(CCC#N)N=C2C)c(Br)cc1OC(C)C | -1% | 39 | -7% | u | 12% | -14%
CCOC(=O)c1sc2nc(N3CCOCC3)c3c(c2c1N)CC(C)(C)N(C)C3 | 5% | -8 | -1% | -11% | -15% | -15%
CC(Oc1ccc([N+](=O)[O-])cc1Cl)C(=O)Nc1ccc(C(N)=O)cc1 (stereo unspecified) | x | -40 | 26% | 2% | -19% | -3%
CC(=O)c1ccc(C(=O)N(Cc2cccnc2)c2nc3c(Cl)cccc3s2)cc1 | -2% | 0 | x | u | x | x
O=C(CSc1ccc(Br)cc1)N1CCOCC1 | 12% | u | -1% | 1% | 6% | 9%
Cc1ccc(C)c(OCCSc2nnc(C)c(=O)[nH]2)c1 | 1% | -16 | -1% | 0% | 11% | 28%
CC1(C)Cc2ccccc2-c2nnc(C(F)(F)F)n21 | -15% | u | -9%[2.32 µM] | -14% | 9% | 0%

3 compounds picked at random from those above:
smiles | Sm TGR inh | HCMV antiviral | AMA1 RON2 block | AmpC detergent | HCV inh | FBPA Giardia inh
Cc1ccc(C)c(S(=O)(=O)N2CCN(C(=O)CN3C(=O)NC(C)(C)C3=O)CC2)c1 | -5% | 0 | -8% | 6% | 21% | x
O=C(CNS(=O)(=O)c1ccc(F)c(Cl)c1)N1CCCC1 | 2% | u | 5% | -3% | 10% | 3%
O=c1c2ccccc2c(C=NCc2ccccn2)c(O)n1-c1ccccc1 | -7% | -3 | 64%[activator] | -10% | -4% | -2%
